RPL19A TOR yeast = yeast TOR pathway RPL19A-GFP modulation. AID 2025. percent response vs DMSO, % at 10 µM. hit rate 0.3% among 330,000. S. cerevisiae RPL19A-GFP strain, flow cytometry, 3 h; active compounds read low;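 active = percent response vs DMSO below 50%; inconclusive = fewer than 70 events counted for the yeast strain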;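 note: median channel GFP fluorescence of the barcoded RPL19A-GFP strain; ratio of sample median GFP to plate DMSO average so 100% = DMSO; lower means less RPL19A-GFP as with rapamycin TOR inhibition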
AHR act = activators of human aryl hydrocarbon receptor. P35869. AID 2796. AHR-responsive luciferase reporter cells, luminescence. hit rate 2.5% among 320,000. activation, % at 5 µM; in the data active = activation above about 47%;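 note: 0% = vehicle wells and 100% = reference agonist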
proCasp3 act = procaspase-3 (human) activation | P42574 | recombinant procaspase-3 D3A, Ac-DEVD-pNA absorbance 405 nm | hit rate 0.11% among 330,000 | activation, % at 8.5 µM;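 active = activation above the mean of all tested compounds plus 3 SD, cut at about 21% in these data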;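 note: 0% = DMSO alone and 100% = DMSO wells spiked with extra 5 µM PC-3 D3A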
Target sequence (P42574 whole entry D9A/D28A/D175A): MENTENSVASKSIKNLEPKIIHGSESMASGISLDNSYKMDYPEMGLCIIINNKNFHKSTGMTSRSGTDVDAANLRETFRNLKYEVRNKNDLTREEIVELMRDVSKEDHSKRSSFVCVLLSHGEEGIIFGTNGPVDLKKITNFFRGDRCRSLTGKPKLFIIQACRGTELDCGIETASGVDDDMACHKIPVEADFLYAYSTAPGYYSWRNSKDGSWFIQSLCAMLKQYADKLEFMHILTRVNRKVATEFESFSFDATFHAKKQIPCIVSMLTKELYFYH
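Assay system – Procaspase-3 D3A mutant · Benchmarks – DMSO low control, extra-enzyme high control · Technique – 405 nm absorbance of p-nitroaniline, reads at 0 and 120 min · Doses – 8.5 µM nominal · Measure – % activation between DMSO and enzyme-spiked controls · Also added – Ac-DEVD-pNA chromogenic peptide substrate · Schedule – 1 h compound preincubation, 2 h substrate hydrolysis at 25 °C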
LAP4 TOR yeast = yeast TOR pathway LAP4-GFP modulation; S. cerevisiae LAP4-GFP multiplex, flow cytometry GFP, 3 h; median GFP as percent of DMSO wells; GFP response vs DMSO, % at 10 µM; hit rate 0.34% among 320,000;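 active = GFP response vs DMSO above a set limit, about the screen mean plus 3 SD, cut at about 150% in these data; inconclusive = under 70 cell events counted for the yeast strain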
JMJD2C inh = inhibitors of human GASC-1 (JMJD2C) demethylase; AID 2099; GST-JMJD2C(1-420) H3K9me3 demethylation, DELFIA europium; hit rate 0.069% among 330,000; inhibition, % at 2.35 µM; Q9H3R0;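 active = more than half of a compound's replicate wells show inhibition beyond 50%, single wells judged on their own value; inconclusive = some, but no more than half, of replicates pass 50% inhibition; inactive = no replicate passes 50% inhibition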;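 note: signal counts dimethyl H3K9 product captured on neutravidin plate; 0% = median of DMSO wells and 100% = 0.3 times that DMSO median; strong numbers were not always called active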
Target sequence (Q9H3R0 1-420 limits assumed): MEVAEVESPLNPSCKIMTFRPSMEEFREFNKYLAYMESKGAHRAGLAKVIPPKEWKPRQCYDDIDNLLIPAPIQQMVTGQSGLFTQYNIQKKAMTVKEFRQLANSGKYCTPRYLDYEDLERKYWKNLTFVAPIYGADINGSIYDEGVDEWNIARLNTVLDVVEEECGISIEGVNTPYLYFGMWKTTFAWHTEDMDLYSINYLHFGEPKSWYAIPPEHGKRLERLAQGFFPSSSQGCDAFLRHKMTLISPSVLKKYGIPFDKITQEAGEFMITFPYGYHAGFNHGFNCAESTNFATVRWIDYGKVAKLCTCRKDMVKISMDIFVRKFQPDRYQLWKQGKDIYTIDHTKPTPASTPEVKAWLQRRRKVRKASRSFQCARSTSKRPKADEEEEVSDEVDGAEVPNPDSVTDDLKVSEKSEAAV
MEP2-GFP yeast = modulators of TOR pathway MEP2-GFP in S. cerevisiae; S. cerevisiae MEP2-GFP strain, flow cytometry GFP, 3 h; 100% = DMSO control level; GFP response vs DMSO, % at 10 µM; hit rate 0.51% among 330,000;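 active = GFP response versus DMSO above a set limit, roughly screen mean plus 3 SD, cut at about 180% in these data; inconclusive = fewer than 70 cells counted for a yeast strain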;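 note: median GFP fluorescence of the barcode-gated MEP2-GFP cells per well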
CR mimetic SO = yeast age-related superoxide inhibition as caloric restriction mimetic. hit rate 0.18% among 330,000. superoxide response (% of plate mean), % at 10 µM. S. cerevisiae aged cells, superoxide DHE fluorescence; active compounds read low;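 active = superoxide response under a set limit, about three screen SD below normal, cut at about 65% in these data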;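 note: yeast aged for seven days with compound at 30 °C before DHE staining; 100% = average MFI of all compound-treated wells on the plate with controls excluded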
proCasp7 act = counter-screen for procaspase-3 activators: activators of human procaspase-7; P55210; recombinant procaspase-7, Ac-DEVD-pNA absorbance 405 nm; D23A/D198A/D206A triple mutant, cannot self-cleave; scale: DMSO 0, 5 µM enzyme 100; activation, % at 8.5 µM; hit rate 0.093% among 330,000; AID 463210;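 active = percent activation above the screen-wide mean plus 3 SD, cut at about 25% in these data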
Target sequence (P55210 whole entry D23A/D198A/D206A): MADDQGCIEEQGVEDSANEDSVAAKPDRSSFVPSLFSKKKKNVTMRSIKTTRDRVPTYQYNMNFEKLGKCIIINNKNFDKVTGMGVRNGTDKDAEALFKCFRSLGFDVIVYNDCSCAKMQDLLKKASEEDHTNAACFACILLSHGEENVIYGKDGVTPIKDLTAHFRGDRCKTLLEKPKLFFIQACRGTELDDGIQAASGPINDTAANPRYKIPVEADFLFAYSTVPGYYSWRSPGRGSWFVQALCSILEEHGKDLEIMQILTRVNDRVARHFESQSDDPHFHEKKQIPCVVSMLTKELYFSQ
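Assay system: Uncleavable procaspase-7 mutant enzyme | Input: 2 µM procaspase-7 mutant as dispensed | Timing: 1 h compound preincubation, 2 h substrate cleavage, 25 °C | Repeats: One well per compound | Control set: DMSO wells as 0%, DMSO with 5 µM added PC-7 as 100% | Technique: Epi-absorbance of released pNA at 405 nm, two timepoints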
* hit, by the source's call; i = inactive; ? = inconclusive; nt = not tested or not shown; [ ] = dose if it differs, or a comment. Compounds were not picked by outcome (roughly 3.8% active in at least one column).

SMILES | RPL19A TOR yeast | AHR act | proCasp3 act | LAP4 TOR yeast | JMJD2C inh | MEP2-GFP yeast | CR mimetic SO | proCasp7 act
CC1CCCCC1NC(=O)Cn1[nH]c(=O)c2ccccc2c1=O (stereo not given) | 97.4 | 0.9 | -8.1 | 101.4 | ? | 106.8 | 104.7 | -0.8
Cc1ccc(N2CC(C(=O)Nc3nnc(SCCC4OCCO4)s3)CC2=O)cc1C (stereo not given) | 102.9[may fluoresce green] | -0.1 | -4.4 | 98.4[may fluoresce green] | -4.8 | 100.6[may fluoresce green] | 97.9 | -7.7
CN(C)CCn1c2c(c(SCC(=O)NCc3ccccc3)nc1=O)CCCC2 | 94.8 | -1.9 | 6.2 | 111.2 | 0.9 | 96.0 | 88.4 | -0.3
NC(=O)c1ccsc1NC(=O)COC(=O)/C=C/c1ccccc1[N+](=O)[O-] | 97.7 | 14.4 | -1.5 | 99.2 | -11.4 | 96.9 | 139.7 | -7.9
N#CC1=C(N)SC(N)=C(C#N)C1c1ccnc2ccccc12 | 105.7 | 15.2 | -24.3 | 108.9 | -2.7 | 117.0 | 113.3 | -26.9
COC(=O)CCC(=O)N1CCCC(CNS(=O)(=O)c2ccc(OC)cc2)C1 (stereo not given) | 99.4 | 0.5 | 2.1 | 107.8 | 3.4 | 92.5 | 100.6 | 0.7
CC(Oc1ccc(-c2ccccc2)c(F)c1)c1ccn(S(=O)(=O)c2ccc(Cl)cc2)n1 (stereo not given) | 104.7 | 4.7 | -0.9 | 105.5 | 5.2 | 103.2 | 95.8 | 1.8
COc1ccc(NC(=O)[C@@H](NS(=O)(=O)c2cccc(Cl)c2)C(C)C)cc1S(=O)(=O)N1CCOCC1 | 93.9 | 1.0 | 2.4 | 84.8 | -4.6 | 90.7 | 111.1 | -0.9
O=C(Nc1cccc(S(=O)(=O)N2CCCCC2)c1)c1ccc2c(c1)OCO2 | 102.5 | 56.0* | -5.3 | 93.8 | -8.9 | 90.7 | 123.9 | -1.8
CCOc1ccc(N2C(=O)CC(n3nc(C)cc3C)C2=O)cc1 (stereo not given) | 100.5 | 0.2 | 3.8 | 102.7 | -2.1 | 100.2 | 107.1 | 4.8
COc1cc(Br)cc(/C=C/c2ccc3cccc(O)c3n2)c1O | 98.2 | 26.2 | -0.5 | 96.4 | -11.7 | 109.1 | 117.7 | 2.6
CC(=O)N1N=C2c3ccccc3CCC2C1c1cccs1 (stereo not given) | 99.5 | 59.9* | 7.6 | 125.0 | -3.9 | 103.5 | 97.0 | 2.1
Cc1noc(C)c1S(=O)(=O)NCCN1CCN(c2ccccc2)CC1 | 100.7 | -1.6 | -4.2 | 102.1 | 21.1 | 108.6 | 97.7 | 12.3
COc1ccccc1C1=NOC(CN2C(=O)c3ccccc3S2(=O)=O)C1 (stereo not given) | 102.8 | 8.8 | 2.3 | 100.8 | 1.1 | 107.2 | 100.8 | 6.3
COc1ccccc1/C=C1\SC(=S)N(CCC(=O)N2CCN(C)CC2)C1=O | 89.9 | 6.9 | -6.7 | 83.0 | -125.3 | ? | 86.7 | -13.4
CCC1Sc2ccc(S(=O)(=O)CCC(=O)NC3CCCCCC3)cc2NC1=O (stereo not given) | 103.4 | -0.3 | 0.1 | 102.7 | 11.0 | 98.8 | 115.9 | 6.6
CCCNC(=O)CCNC(=O)c1ccc(C(C)(C)C)cc1 | 94.4 | 6.7 | 2.3 | 101.1 | 1.3 | 100.6 | 112.1 | -8.3
Nc1n[nH]c(CCCO)n1 | 101.7 | 1.4 | -2.0 | 91.1 | -1.1 | 104.6 | 92.7 | 9.0
CC(=O)Nc1ccc(NC(=O)Cn2cc3c(n2)CCCC3)cc1 | 92.1 | 1.8 | -2.5 | 91.7 | 4.6 | 90.3 | 78.3 | 0.8
Cc1ccccc1Cn1nc(C)c(NC(=O)/C=C/c2cnn(C)c2)c1C | nt | -4.1 | -5.5 | nt | -3.6 | nt | 100.8 | -6.2
Cc1ccc(CNC(=O)Nc2cccs2)cc1 | 98.8 | 3.3 | -7.9 | 108.0 | 81.0 | 106.8 | 102.5 | -3.7
COc1ccccc1CNC(=O)CCn1c(=O)[nH]c2ccsc2c1=O | 103.3 | -3.2 | -8.0 | 105.9 | -3.1 | 98.1 | 94.2 | 14.1
Cc1cc2oc(=O)cc(Cn3nnc(-c4ccc(Cl)cc4)n3)c2cc1C(C)C | 102.5 | 1.3 | 5.5 | 94.1 | -4.0 | 91.6 | 92.2 | -7.2
CCOC(=O)n1c(SCC(=O)N(CC)CC)nc2ccccc21 | 90.8 | -2.1 | 0.2 | 93.8 | -9.0 | 92.9 | 86.5 | 10.2
CCc1ccc(Nc2cc(C)nc3ncnn23)cc1 | 92.8 | 2.5 | -0.8 | 84.6 | 0.7 | 102.1 | 91.4 | 11.0
NS(=O)(=O)c1ccc(CCNC(=O)c2ccc(C(=O)c3ccccc3)cc2)cc1 | 100.4 | -1.6 | -2.4 | 99.3 | 4.1 | 108.5 | 93.4 | 5.3
COC(=O)c1cccc2nc3c(C(C)O)cccc3nc12 (stereo not given) | 97.9 | 2.2 | -7.6 | 99.7 | 28.3 | 101.8 | 50.0* | 8.9
CC(=O)Nc1ccc(NC(=O)CSc2nnc(-c3cccs3)n2N)cc1 | 93.7 | 4.0 | 2.8 | 103.0 | 9.8 | 97.0 | 95.8 | -3.2
COc1cc(/C=N/NC(=O)c2cccnc2)ccc1OCC(=O)Nc1c(C)cc(C)cc1C | 105.8 | 14.9 | 3.0 | 91.0 | 0.6 | 101.5 | 109.9 | -0.7
Cc1n(Cc2ccccc2)c2cc([N+](=O)[O-])ccc2[n+]1Cc1ccccc1 | 100.0 | 5.1 | 9.7 | 100.2 | 5.9 | 105.1 | 107.4 | -3.1
Cc1cccc(C(=O)N[C@H](C(=O)Nc2ccc(C)c(S(=O)(=O)N3CCOCC3)c2)C(C)C)c1 | 98.7 | 1.2 | 3.0 | 96.7 | -3.8 | 95.7 | 95.7 | 1.6
O=C(COC(=O)CN1C(=O)C2CCCCC2C1=O)Nc1ccc(F)c(F)c1F (stereo not given) | 96.6 | -1.0 | 5.4 | 101.2 | 2.6 | 91.9 | 96.4 | 7.0
O=C(NCc1ccc2c(c1)OCO2)C(=O)Nc1ccccc1 | 90.4 | 4.3 | 7.4 | 92.7 | 3.2 | 89.8 | 101.0 | -0.8
Cc1onc(-c2c(Cl)cccc2Cl)c1/C(N)=N/OC(=O)C(C)(C)C | 99.8 | -0.9 | 14.8 | 93.4 | 5.0 | 92.1 | 100.5 | 3.9
COc1ccc(OC)c(C2C(C(C)=O)=C(O)C(=O)N2c2ccc(F)cc2)c1 (stereo not given) | 102.0 | 0.2 | 8.6 | 108.1 | 7.5 | 107.0 | 99.1 | -5.3
c1nc2nc3c(c(N4CCOCC4)n2n1)CCCC3 | 97.0 | 1.4 | 1.8 | 92.5 | 0.6 | 101.8 | 90.6 | -7.8
Cc1ccc(C(=O)OCN2C(=O)c3ccccc3C2=O)cc1S(=O)(=O)N1CCOCC1 | 97.3 | -3.4 | 6.7 | 105.1 | -28.8 | 96.7 | 102.0 | 5.1
Oc1cccc(/C=N/N2CCN(c3ccccn3)CC2)c1 | 103.3 | -5.6 | 12.9 | 106.4 | 5.4 | 102.3 | 87.2 | 10.4
CN(C)S(=O)(=O)c1ccc(NC(=O)CSc2nnc(-c3ccco3)o2)cc1 | 97.2 | -0.1 | 3.9 | 84.7 | 2.3 | 88.0 | 110.0 | 7.0
CCCCCCC(=O)N(O)C1CC(=O)N(c2ccccc2)C1=O (stereo not given) | 101.4 | -4.8 | -25.2 | 142.1 | -8.1 | 107.1 | 110.9 | -35.3
Cc1cccc(-n2ncc3c(NCc4cccs4)ncnc32)c1 | 100.4 | 0.5 | -2.5 | 131.6 | 3.9 | 105.3 | 119.2 | -8.7
COc1ccc2c(COC(=O)CC3Sc4ccccc4NC3=O)cc(=O)oc2c1 (stereo not given) | 103.3 | 10.5 | -0.8 | 98.1 | -14.0 | 99.8 | 96.5 | -4.0
O=C(SCC(O)C(O)CS)c1cccs1 (stereo not given) | 94.2 | 5.5 | -7.0 | 124.6 | i | 93.0 | 98.1 | -6.9
Cc1cccc(Nc2ncnc3nc[nH]c23)c1C | 96.6 | 10.0 | 6.2 | 98.1 | -10.2 | 88.3 | 108.9 | 1.3
COC(=O)NC1c2ccccc2Oc2ccc(C)cc21 (stereo not given) | 99.2 | 3.8 | 2.9 | 87.9 | 7.2 | 97.1 | 94.1 | 5.0
C=CCn1c(SC)nc2sc3c(c2c1=O)CCc1ccccc1-3 | 107.2 | 27.2 | 2.6 | 104.6 | 2.5 | 107.8 | 108.5 | 1.6
C#CCOC(=O)c1ccccc1C(=O)O | 93.3 | -0.2 | -5.4 | 80.1 | -18.6 | 88.6 | 105.5 | 5.6
Cc1ccc(S(=O)(=O)N(C)C)cc1NC(=O)COC(=O)CSc1ccccc1 | 97.1 | 1.5 | 4.4 | 103.4 | -2.3 | 99.1 | 104.5 | -7.5
O=C(COC(=O)c1cccs1)Nc1cccc(S(=O)(=O)N2CCCCC2)c1 | 102.3 | -0.3 | 1.1 | 92.7 | 25.1 | 108.2 | 115.8 | 7.1
O=C(NC1CCCCC1)c1ccc(CNc2ccccc2)o1 | 100.3 | 6.3 | 1.1 | 106.1 | 0.1 | 95.3 | 109.8 | 12.8
CN(C)S(=O)(=O)c1cc(NC(=O)c2cc(=O)[nH]c3ccccc23)ccc1Cl | 101.3 | -3.1 | -3.6 | 106.1 | -5.4 | 100.3 | 93.8 | 10.6
O=C1C=CN(Cc2ccccc2)C(c2ccccc2)C1 (stereo not given) | 94.5 | -0.3 | 0.8 | 100.1 | nt | 95.1 | 89.2 | -6.4
NNC(=O)c1n[nH]c2c1CC(C1CCCCC1)CC2 (stereo not given) | 102.9 | 2.5 | 5.7 | 129.2 | 1.1 | 100.4 | 99.1 | 17.2
CCCCN(CC)S(=O)(=O)c1ccc(C(=O)Nc2nnc(CSC)o2)cc1 | 110.2 | 1.4 | -4.5 | 107.4 | 10.7 | 107.5 | 97.4 | -11.2
S=c1[nH]nc(Nc2ccccc2)s1 | 100.1 | 2.3 | -12.9 | 103.6 | -1.8 | 99.2 | 105.0 | -29.2
Cc1ncc(CO)c(/C=N/NC(=O)c2cccc(S(=O)(=O)N3CCCC3)c2)c1O | 97.9 | 3.9 | -9.4 | 107.9 | 2.4 | 96.9 | 99.3 | 5.1
Cc1ccccc1-n1ncc2c1CC(C)(C)CC2NC(=O)CCN1CCCCC1=O (stereo not given) | 95.2 | 1.1 | 1.2 | 92.5 | -1.6 | 96.6 | 103.1 | 0.6

Compound activity: PubChem, several laboratories
